Assay outcomes (PubChem)
KAT2A inh: blocks human GCN5L2 histone acetyltransferase. Potency, µM (series often up to 58.9 µM), for the others: at the highest dose activity change, negative = inhibition, actives largely listed as inhibitors. AID 504327. Q92830. 390,000 compounds, 0.21% hits. GCN5L2 HAT assay, ThioGlo1 CoA-SH fluorescence
Target sequence (Q92830 whole entry, looked up): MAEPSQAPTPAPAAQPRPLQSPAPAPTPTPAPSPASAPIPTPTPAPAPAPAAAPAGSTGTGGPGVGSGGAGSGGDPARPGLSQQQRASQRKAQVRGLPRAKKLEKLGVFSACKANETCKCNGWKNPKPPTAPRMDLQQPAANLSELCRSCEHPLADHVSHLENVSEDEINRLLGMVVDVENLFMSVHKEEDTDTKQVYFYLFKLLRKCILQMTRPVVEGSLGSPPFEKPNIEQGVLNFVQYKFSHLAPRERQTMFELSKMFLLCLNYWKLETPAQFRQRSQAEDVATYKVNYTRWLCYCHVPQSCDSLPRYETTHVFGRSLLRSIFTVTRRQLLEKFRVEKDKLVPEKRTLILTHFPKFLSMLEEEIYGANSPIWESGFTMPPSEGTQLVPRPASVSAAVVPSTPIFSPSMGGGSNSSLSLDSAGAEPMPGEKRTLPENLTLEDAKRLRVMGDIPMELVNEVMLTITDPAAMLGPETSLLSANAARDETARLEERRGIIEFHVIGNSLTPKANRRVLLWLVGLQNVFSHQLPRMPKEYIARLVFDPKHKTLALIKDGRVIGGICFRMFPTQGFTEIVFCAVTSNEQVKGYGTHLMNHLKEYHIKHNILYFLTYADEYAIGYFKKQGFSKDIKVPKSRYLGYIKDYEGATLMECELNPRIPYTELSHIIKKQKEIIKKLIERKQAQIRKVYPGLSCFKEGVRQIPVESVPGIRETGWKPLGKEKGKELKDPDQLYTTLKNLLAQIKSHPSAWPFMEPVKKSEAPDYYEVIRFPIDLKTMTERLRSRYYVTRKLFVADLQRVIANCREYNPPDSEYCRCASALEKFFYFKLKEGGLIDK
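Free CoA generated was detected with ThioGlo1 (50uM) fluorescence at Ex340nm/Em540nm, read immediately and after 20 min at room temperature. Enzyme, 20 nM in HEPES pH 7.5 buffer, saw compounds 15 min before adding 75uM H3(1-25) peptide and 70uM acetyl-CoA.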
TDP1 cell CPT: growth inhibition of DT40 Tdp1-/-;hTDP1 cells with camptothecin (screen for TDP1 inhibitors); chicken DT40 Tdp1-/-;hTDP1 cells + 20 nM CPT, ATP luminescence, 48 h; Potency, µM (titrated, usually from 46.2 µM), for the others: at the top dose activity change, negative = growth inhibition, hits mostly inhibitors; 420,000 compounds, 12% hits; AID 686979; also: nearly all actives have a fitted effect of over 55% in size
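Chicken DT40 Tdp1-/- cells stably complemented with human TDP1 were seeded at 400 cells/well in medium containing 20 nM camptothecin, exposed to pin-transferred compounds, and grown at 37 °C for at least 48 hr. Viability was read as ATP luminescence.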
FEN1 inh: blocks human flap endonuclease 1; Potency, µM (series often up to 114 µM), without a hit: top-dose activity change, negative = inhibition, actives largely listed as inhibitors; P39748; 390,000 compounds, 0.35% hits; Recombinant FEN1 flap cleavage, fluorescence, 15 min; also: nearly all actives have a fitted effect of over 65% in size
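Read-out was taken twice, immediately and after 15 min, following addition of 50 nM substrate to 10 nM FEN1 that had sat with test compound for 15 min at room temperature. Curves came from a four-parameter Hill model.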
The depositor's hits bear a star; & = joins results of further samples. Calls follow the shape of the dose curve; as a rule, active = well fitted curve in the direction sought with a large enough effect; inconclusive = small, poorly fitted or top-dose-only effect, or another doubt; inactive = no such curve, though single readings can be large; an effect the other way counts as inactive or inconclusive. % is scaled to controls: 0 for no effect and ±100 for the full control effect; potency is read from the fitted curve at half-maximal effect. Some of the compounds tested; count on the stated rates, not on these rows.

Screening Cc1ccc(N(C)C(=O)C2CCCN2S(=O)(=O)c2cccc3nsnc23)cc1 (configuration not stated) returned KAT2A inh 0%, TDP1 cell CPT inconclusive and FEN1 inh 5%.
CN(C)CCCNCCCNC(=O)c1ccco1 was read as KAT2A inh -11%, TDP1 cell CPT -3%&-17% and FEN1 inh -4%&-6%.
Screening Cc1cc(Cl)ccc1OC(C)C(=O)OCC(=O)c1ccc[nH]1 (configuration not stated) returned KAT2A inh -9%, TDP1 cell CPT -29% and FEN1 inh -21%.
`CCCC(C(=O)NCCC(C)C)N(Cc1ccc(OC)cc1)C(=O)c1snc(C(N)=O)c1N` (configuration not stated) gave KAT2A inh -15%, TDP1 cell CPT inconclusive and FEN1 inh 3%.
COc1ccccc1N=c1oc2cc(O)ccc2cc1C(=O)NCC1CCCO1 (configuration not stated) was read as KAT2A inh -3%, TDP1 cell CPT inconclusive and FEN1 inh 11%.
Cc1ccc2sc(C)[n+](CCO)c2c1 was read as KAT2A inh -4%, TDP1 cell CPT inconclusive and FEN1 inh 1%.
Screening CC(C)COCC(O)CCC(=O)NNC(=S)Nc1ccccc1 (configuration not stated) returned KAT2A inh 0%, TDP1 cell CPT inconclusive and FEN1 inh -5%.
C=CCN(C(=O)C1CSC2(C)CCC(=O)N12)c1nc(-c2ccccc2)cs1 (configuration not stated) was read as KAT2A inh -8%, TDP1 cell CPT 18µM* and FEN1 inh 3%.
Screening O=C(Nc1ccccc1N1CCOCC1)c1cc2ccccc2o1 returned KAT2A inh -7%, TDP1 cell CPT 16µM* and FEN1 inh inconclusive.
CCOC(=O)CCNC(=O)N1CCCC(N2CCN(c3ccc(OC)cc3)CC2)C1 (configuration not stated) was read as KAT2A inh -20%, TDP1 cell CPT 14% and FEN1 inh -4%.
Screening CC(=O)NCC1CCN(C(=O)C2CCC(=O)N(CCc3cccc(F)c3)C2)CC1 (configuration not stated) returned KAT2A inh -10%, TDP1 cell CPT 9% and FEN1 inh 4%.
Screening COc1ccccc1C(=O)Nc1cccc(C(=O)OCc2cc(=O)n3c4c(sc3n2)CCCC4)c1 returned KAT2A inh 0%, TDP1 cell CPT inconclusive and FEN1 inh -6%.
`COc1ccc([C@H]2CC(=O)C=C(c3ccc(CO)cc3)C2)cc1` gave KAT2A inh -1%, TDP1 cell CPT inconclusive and FEN1 inh -17%.
CN(C)/N=C/c1ccc(OC(=O)c2cccc([N+](=O)[O-])c2)cc1 was read as KAT2A inh -12%, TDP1 cell CPT 0% and FEN1 inh -3%.
For CN(CC(=O)Nc1ccccc1Br)Cc1nc2ccccc2c(=O)[nH]1 the results were KAT2A inh -1%, TDP1 cell CPT inconclusive and FEN1 inh 0%.

Ordered by molar mass (highest first): some entries from above.
Screening COc1ccccc1C(=O)Nc1cccc(C(=O)OCc2cc(=O)n3c4c(sc3n2)CCCC4)c1 returned KAT2A inh 0%, TDP1 cell CPT inconclusive and FEN1 inh -6%.
`CCCC(C(=O)NCCC(C)C)N(Cc1ccc(OC)cc1)C(=O)c1snc(C(N)=O)c1N` (configuration not stated) gave KAT2A inh -15%, TDP1 cell CPT inconclusive and FEN1 inh 3%.
CCOC(=O)CCNC(=O)N1CCCC(N2CCN(c3ccc(OC)cc3)CC2)C1 (configuration not stated) was read as KAT2A inh -20%, TDP1 cell CPT 14% and FEN1 inh -4%.
Screening Cc1ccc(N(C)C(=O)C2CCCN2S(=O)(=O)c2cccc3nsnc23)cc1 (configuration not stated) returned KAT2A inh 0%, TDP1 cell CPT inconclusive and FEN1 inh 5%.
Screening CC(=O)NCC1CCN(C(=O)C2CCC(=O)N(CCc3cccc(F)c3)C2)CC1 (configuration not stated) returned KAT2A inh -10%, TDP1 cell CPT 9% and FEN1 inh 4%.
COc1ccccc1N=c1oc2cc(O)ccc2cc1C(=O)NCC1CCCO1 (configuration not stated) was read as KAT2A inh -3%, TDP1 cell CPT inconclusive and FEN1 inh 11%.
Screening CC(C)COCC(O)CCC(=O)NNC(=S)Nc1ccccc1 (configuration not stated) returned KAT2A inh 0%, TDP1 cell CPT inconclusive and FEN1 inh -5%.
Screening Cc1cc(Cl)ccc1OC(C)C(=O)OCC(=O)c1ccc[nH]1 (configuration not stated) returned KAT2A inh -9%, TDP1 cell CPT -29% and FEN1 inh -21%.
CN(C)/N=C/c1ccc(OC(=O)c2cccc([N+](=O)[O-])c2)cc1 was read as KAT2A inh -12%, TDP1 cell CPT 0% and FEN1 inh -3%.
`COc1ccc([C@H]2CC(=O)C=C(c3ccc(CO)cc3)C2)cc1` gave KAT2A inh -1%, TDP1 cell CPT inconclusive and FEN1 inh -17%.
CN(C)CCCNCCCNC(=O)c1ccco1 was read as KAT2A inh -11%, TDP1 cell CPT -3%&-17% and FEN1 inh -4%&-6%.

(further entries)
For O=C(Oc1ccc(Br)cc1C(=S)N1CCOCC1)c1ccc([N+](=O)[O-])cc1[N+](=O)[O-] the results were KAT2A inh -6%, TDP1 cell CPT 21µM* and FEN1 inh -1%.
Screening CCn1nc(C)cc1C(=O)NC1CCCc2c1cnn2-c1ccc(C)c(C)c1 (configuration not stated) returned KAT2A inh -10%, TDP1 cell CPT inconclusive and FEN1 inh -12%.
For CC(NC(=O)c1cc2sccc2n1C)c1ccc2c(c1)OCCO2 (configuration not stated) the results were KAT2A inh 2%, TDP1 cell CPT -23% and FEN1 inh 7%.
For COc1ccccc1NS(=O)(=O)c1cccc(C(=O)N/N=C/c2ccc(C)o2)c1 the results were KAT2A inh -8%, TDP1 cell CPT -3% and FEN1 inh 12%.
Screening CSc1cccc(NC(=O)C2CCN(c3nc4ccccc4[nH]3)CC2)c1 returned KAT2A inh -11%, TDP1 cell CPT inconclusive and FEN1 inh 0%.
Screening CN(Cc1ccc(C(F)(F)F)cc1)C(=O)c1ccc2ccccc2n1 returned KAT2A inh -2%, TDP1 cell CPT -18% and FEN1 inh -6%.
Screening COc1cccc(-n2c(SCC(=O)N3CCOCC3)nnc2-c2c[nH]c3ccccc23)c1 returned KAT2A inh -4%, TDP1 cell CPT -3% and FEN1 inh 4%.
`Cn1ccnc1SCc1ccc([N+](=O)[O-])cc1` gave KAT2A inh 0.79µM*, TDP1 cell CPT -3% and FEN1 inh 4%.
`Cc1nc2ccc(Cl)cc2nc(C)/c1=N\O` gave KAT2A inh 1%, TDP1 cell CPT inconclusive and FEN1 inh -2%.
For O=C(/C=C/c1c(F)cccc1Cl)Nc1nc2ccccc2[nH]1 the results were KAT2A inh 1%, TDP1 cell CPT -6% and FEN1 inh -5%.
For CCOc1ccc2nc(NC(=O)c3nc(SC(C)C)ncc3Cl)sc2c1 the results were KAT2A inh -7%, TDP1 cell CPT 9.2µM* and FEN1 inh 13%.
For COc1cccc(OC)c1C(=O)Nc1ccc2c(c1)N(C(C)=O)CCC2 the results were KAT2A inh 0%, TDP1 cell CPT -2% and FEN1 inh 8%.
Screening CC(C)(C)OC(=O)N1CCCC1C(=O)N1CCc2ccccc21 (configuration not stated) returned KAT2A inh 1%, TDP1 cell CPT -5% and FEN1 inh 13%.
For CCc1ccc2c(c1)C(O)(CC(=O)c1cccs1)C(=O)N2 (configuration not stated) the results were KAT2A inh -6%, TDP1 cell CPT inconclusive and FEN1 inh 15%.
O=C(NCCC1=CCCCC1)c1cc2ccccc2oc1=O was read as KAT2A inh -2%, TDP1 cell CPT -23% and FEN1 inh -8%.
COc1cccc(NC(=O)c2sc3nc(C)c(C(=O)Nc4ccc(C)cc4C)c(-c4ccco4)c3c2N)c1 was read as KAT2A inh -12%, TDP1 cell CPT inconclusive and FEN1 inh 4%.
O=S(=O)(Cc1nc2ccccc2s1)c1ccccc1 was read as KAT2A inh 3%, TDP1 cell CPT 15% and FEN1 inh 5%.
For Cc1ccc(/C=C/C(=O)O)cc1S(=O)(=O)Nc1ccccc1C(=O)O the results were KAT2A inh -10%, TDP1 cell CPT 6% and FEN1 inh 4%.
`Cc1ccc2[nH]c3c(=O)n(CC(=O)N4CCN(c5ccccc5F)CC4)ncc3c2c1` gave KAT2A inh 2%, TDP1 cell CPT -2% and FEN1 inh -2%.
For O=C(N/N=C/c1cn(-c2ccccc2)nc1-c1cc2ccccc2o1)c1cccnc1 the results were KAT2A inh 1%, TDP1 cell CPT 3.3µM* and FEN1 inh 3%.
`CCOc1ccccc1NC(=O)CCS(=O)(=O)c1ccc2c(c1)oc(=O)n2C` gave KAT2A inh -4%, TDP1 cell CPT -11% and FEN1 inh -1%.
`Cc1ccc(CSCC(=O)Nc2cc(S(=O)(=O)N3CCOCC3)ccc2OCC(F)(F)F)cc1` gave TDP1 cell CPT inconclusive and FEN1 inh -8%.
For COc1ccc(-c2cc(C(=O)NC3CCCC3)c3ccccc3n2)cc1 the results were KAT2A inh -5%, TDP1 cell CPT inconclusive and FEN1 inh -10%.
`Cc1ccccc1NC(=O)Cc1nc(COC(=O)CCc2ccccc2)cs1` gave KAT2A inh -9%, TDP1 cell CPT inconclusive and FEN1 inh -2%.
O=[N+]([O-])c1ccc2nc(Cl)nc(-c3ccccc3)c2c1 was read as KAT2A inh -14%, TDP1 cell CPT 12µM* and FEN1 inh -21%.
C=CCNC(=S)N1CCN(CCN=Cc2c(C)[nH]n(-c3ccc([N+](=O)[O-])cc3)c2=O)CC1 was read as KAT2A inh -3%, TDP1 cell CPT 7% and FEN1 inh -1%.
`COc1ccc(Cl)cc1NC(=S)N1CCN(c2ncccn2)CC1` gave KAT2A inh -2%, TDP1 cell CPT 4% and FEN1 inh 12%.
`CC(=O)c1ccc(S(=O)(=O)NCCC(=O)N2CCN(c3ccccn3)CC2)cc1` gave KAT2A inh 1%, TDP1 cell CPT -18% and FEN1 inh 18%.
Screening COC(=O)Cc1cc(=O)[nH]c(/N=C(\N)Nc2ccc(C(C)C)cc2)n1 returned KAT2A inh -5%, TDP1 cell CPT inconclusive and FEN1 inh 0%.
CC(Cc1cccs1)NC(=S)Nc1ccccc1 (configuration not stated) was read as KAT2A inh -4%, TDP1 cell CPT inconclusive and FEN1 inh -15%.
Screening COc1cc(Nc2c3c(nc4ccccc24)CCC3)cc(OC)c1OC returned KAT2A inh -8%, TDP1 cell CPT 1.8µM* and FEN1 inh 3%.
O=C(COC(=O)c1ccc(CNS(=O)(=O)c2ccc(F)c(Cl)c2)cc1)NCC1CCCCC1 was read as KAT2A inh 25%, TDP1 cell CPT -9% and FEN1 inh 5%.
Screening O=C(NCCc1nc2ccccc2[nH]1)/C(=C/c1ccc2c(c1)OCO2)NC(=O)c1ccc(Cl)cc1Cl returned KAT2A inh 0%, TDP1 cell CPT inconclusive and FEN1 inh 3%.
Screening CCOc1ccc(NC(=O)Nc2nnc(CC(=O)NCc3ccccc3)s2)cc1 returned KAT2A inh 1%, TDP1 cell CPT -23% and FEN1 inh 7%.
`O=C(Cc1ccc(Cl)cc1)NNC(=O)C(=O)NC1CCCCC1` gave KAT2A inh 3%, TDP1 cell CPT 0% and FEN1 inh 0%.
Cn1c(=O)c2c(ncn2CCCc2ccccc2)n(C)c1=O was read as KAT2A inh -3%, TDP1 cell CPT -28% and FEN1 inh 15%.
`CCCCCn1nc(C)c2c(C)cc(=O)[nH]c21` gave KAT2A inh -2%, TDP1 cell CPT 7% and FEN1 inh -2%.
CCC(C)NC(=O)Cn1c(=O)n(Cc2ccc(C(=O)NCc3ccc(C)cc3)cc2)c(=O)c2ccccc21 (configuration not stated) was read as KAT2A inh -3%, TDP1 cell CPT 10µM* and FEN1 inh -3%.
`CC(=O)Oc1cc(OC(C)=O)c2c(=O)c(-c3ccc4c(c3)OCCCO4)c(C)oc2c1` gave KAT2A inh -3%, TDP1 cell CPT inconclusive and FEN1 inh 5%.
CCCc1cc(=O)[nH]c(SCC(=O)Nc2cccc3ccccc23)n1 was read as KAT2A inh -3%, TDP1 cell CPT -16% and FEN1 inh -3%.
Cc1ccc(NC(=O)NCC2CCN(Cc3cc(C)ccc3Cl)CC2)c(C)c1 was read as KAT2A inh -3%, TDP1 cell CPT inconclusive and FEN1 inh 10%.
CCN(CC)CCN1C(=O)c2oc3ccccc3c(=O)c2C1c1ccccc1 (configuration not stated) was read as KAT2A inh 2%, TDP1 cell CPT 0% and FEN1 inh -16%.
Screening COc1cccc(-c2nnc(SCC(=O)Nc3cc(C)on3)o2)c1 returned KAT2A inh 2%, TDP1 cell CPT 16µM* and FEN1 inh -1%.
For CC1=C(C(=O)Nc2ccc(F)cc2)C(c2ccc(C)o2)C2=C(CC(C)(C)CC2=O)N1 (configuration not stated) the results were KAT2A inh -5%, TDP1 cell CPT -17% and FEN1 inh -12%.
For Cc1ccc(S(=O)(=O)N2CCCCC2)cc1NC(=O)C1=NN(c2ccccc2)C(=O)CC1 the results were KAT2A inh -5%, TDP1 cell CPT inconclusive and FEN1 inh -16%.
Screening CCCn1nnc(NC(=O)c2cccc(OCC(C)C)c2)n1 returned KAT2A inh -6%, TDP1 cell CPT inconclusive and FEN1 inh -5%.
